M5 antag: human M5 muscarinic receptor antagonists, primary screen, CHO cells, Fluo-8 calcium fluorescence. inhibition, % at 3 µM. CHO-hM5 cells, ACh EC80. Muscarinic acetylcholine receptor M5 (Homo sapiens), P08912. 360,000 tested, 0.59% active;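 active means inhibition above a per-plate cutoff, the mean of that plate's test compounds plus 3 SD, cut at about 27% in these data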;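 further: 0% = acetylcholine EC80 with DMSO and 100% = DMSO without agonist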
Target sequence (P08912 whole entry, looked up): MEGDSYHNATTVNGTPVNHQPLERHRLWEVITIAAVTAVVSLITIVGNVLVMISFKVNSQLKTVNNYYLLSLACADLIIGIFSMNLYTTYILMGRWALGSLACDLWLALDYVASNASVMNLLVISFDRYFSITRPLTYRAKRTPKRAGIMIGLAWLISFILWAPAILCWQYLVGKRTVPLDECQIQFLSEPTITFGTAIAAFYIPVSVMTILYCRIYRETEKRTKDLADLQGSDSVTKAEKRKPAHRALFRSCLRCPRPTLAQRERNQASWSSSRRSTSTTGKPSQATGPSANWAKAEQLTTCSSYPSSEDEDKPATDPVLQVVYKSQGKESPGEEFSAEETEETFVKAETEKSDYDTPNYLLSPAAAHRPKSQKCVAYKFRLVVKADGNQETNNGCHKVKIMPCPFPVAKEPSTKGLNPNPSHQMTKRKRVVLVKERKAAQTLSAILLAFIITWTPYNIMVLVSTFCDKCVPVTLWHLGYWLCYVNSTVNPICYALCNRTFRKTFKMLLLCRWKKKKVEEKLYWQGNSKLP
CHRM4 agonist: human M4 muscarinic receptor agonists, primary screen, CHO-K1 cells, Fluo-8 calcium fluorescence; CHO-K1 hM4/Gqi5; vehicle 0%, full acetylcholine response 100%; 360,000 tested, 0.14% active; activation, % at 3 µM;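 active means activation above the run mean over all test wells plus 3 SD, cut at about 32% in these data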;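 further: peak over basal fluorescence ratio per well then scaled between controls; 0% = DMSO wells and 100% = acetylcholine at EC100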
TAAR1 ag: human TAAR1 agonists, primary screen, Fluo-8 calcium fluorescence, CHO RD-HGA16 cells; vehicle wells 0%, saturating PEA agonist 100%; activation, % at 3 µM; 360,000 tested, 0.99% active; AID 624467, 2012;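 active means activation above the mean activation of all test compounds in the run plus 3 SD, cut at about 38% in these data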
Target sequence (Q96RJ0 whole entry, looked up): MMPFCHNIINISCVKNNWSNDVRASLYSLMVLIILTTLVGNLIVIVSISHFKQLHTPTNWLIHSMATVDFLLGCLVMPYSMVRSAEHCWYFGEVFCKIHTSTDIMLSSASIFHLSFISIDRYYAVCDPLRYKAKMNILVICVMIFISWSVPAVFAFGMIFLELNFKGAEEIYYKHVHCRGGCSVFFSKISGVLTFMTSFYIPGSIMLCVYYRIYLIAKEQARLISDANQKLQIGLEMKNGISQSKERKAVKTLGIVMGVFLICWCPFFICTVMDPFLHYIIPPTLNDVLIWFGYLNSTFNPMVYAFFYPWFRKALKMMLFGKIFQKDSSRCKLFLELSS
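Test system: RD-HGA16 (CHO) cells co-expressing Gα16 and hTAAR1; dosing: one-point dosing at 3 µM (nominal); timing: 17-24 h seeding, 75 min 37 °C dye, 30 min RT; signal: kinetic Fluo-8 calcium fluorescence; read-out basis: % activation relative to PEA EC100 response; controls: DMSO and PEA EC100; replicates: n 1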
M1 antag: human M1 muscarinic receptor antagonists, primary screen, CHO-K1 cells, Fluo-8 calcium fluorescence, 1536-well; Muscarinic acetylcholine receptor M1 (Homo sapiens), P11229; CHO-K1 hM1, ACh EC80 antagonist; inhibition, % at 3 µM; 360,000 tested, 1.3% active;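 active means percent inhibition above its own plate's cutoff, namely the mean of that plate's compound wells plus 3 SD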;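 further: peak over basal fluorescence ratio during 140 s after agonist addition; 0% = ACh EC80 plus DMSO and 100% = DMSO alone without agonist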
CHRM5 PAM: human M5 muscarinic receptor positive allosteric modulators, primary screen, CHO-K1 cells, Fluo-8 calcium fluorescence | CHO-K1 hM5, ACh EC20 PAM; 0% = ACh EC20, 100% = ACh EC100 | activation, % at 3 µM | 360,000 tested, 0.3% active | Muscarinic acetylcholine receptor M5 (Homo sapiens), P08912;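 active means activation above the run cutoff, the mean activation of all test compounds plus 3 SD, cut at about 18% in these data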
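Test system: CHO-K1 hM5 cells / Doses: single-point, 3 µM nominal / Times: Post-acetylcholine fluorescence recording 140 s / Technique: Fluo-8 calcium fluorescence / Measure: Max/basal fluorescence ratio as % of EC20–EC100 ACh window / Benchmarks: low control EC20 acetylcholine (0%), high control EC100 acetylcholine (100%) / Replicates: one well per compound, no replicates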
CHRM1 agonist: human M1 muscarinic receptor agonists, primary screen, Fluo-8 calcium fluorescence, CHO-K1 cells, HTS; CHO-K1 hM1, agonist mode; 0% DMSO, 100% acetylcholine EC100; activation, % at 3 µM; Muscarinic acetylcholine receptor M1 (Homo sapiens), P11229; 360,000 tested, 0.33% active;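 active means activation above the run's mean compound activation plus 3 SD, cut at about 16% in these data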;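 further: peak over basal fluorescence ratio within a 140 s kinetic read after compound addition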
CHRM4 antagonist: human M4 muscarinic receptor antagonists, primary screen, CHO cells, Fluo-8 calcium fluorescence. 360,000 tested, 0.73% active. Muscarinic acetylcholine receptor M4 (Homo sapiens), P08173. inhibition, % at 3 µM. CHO-hM4 cells, ACh EC80. AID 624125, 2012;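 active means inhibition above its plate's cutoff, the mean inhibition of sample wells plus 3 SD, cut at about 27% in these data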;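 further: 0% = acetylcholine EC80 with DMSO and 100% = DMSO without agonist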
M1 PAM: human M1 muscarinic receptor positive allosteric modulators, primary screen, CHO-K1 cells, Fluo-8 calcium fluorescence, 1536-well. Muscarinic acetylcholine receptor M1 (Homo sapiens), P11229. CHO-K1 hM1, ACh EC20; 0% = ACh EC20, 100% = maximal ACh. activation, % at 3 µM. 360,000 tested, 0.088% active. AID 588819, 2011; in the data active means activation above about 19%, passing the limit was not always enough
M5 ag: human M5 muscarinic receptor agonists, primary screen, CHO-K1 cells, Fluo-8 calcium fluorescence. Muscarinic acetylcholine receptor M5 (Homo sapiens), P08912. CHO-K1 hM5 cells; 0% DMSO wells, 100% maximal acetylcholine response. activation, % at 3 µM. 360,000 tested, 0.19% active. AID 624037, 2012;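 active means activation above the run's mean over test compounds plus 3 SD, cut at about 23% in these data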;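 further: signal is peak over basal fluorescence ratio across the kinetic read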
* = called active by the depositor; . = not tested or not shown. An excerpt. The share of hits here may be higher or lower than overall.

Molecule	CHRM5 PAM	CHRM1 agonist	TAAR1 ag	CHRM4 antagonist	M1 antag	M5 antag	CHRM4 agonist	M5 ag	M1 PAM
CCCCc1ccc(S(=O)(=O)N2CCC3(CC2)OCCO3)cc1	-3	-3	-1	8	6	8	2	-1	-5
Cc1ccccc1NC(=O)CN1C(=O)NC2(CCCCC2)C1=O	0	-3	7	0	1	2	0	1	-3
COc1ccc(C(=O)C2CCCN(Cc3cccn3-c3ccccn3)C2)cc1F (stereo unspecified)	5	-7	1	-8	-7	11	5	-3	5
CSc1ccccc1NC(=O)CN(C)C(=O)c1cccc(S(=O)(=O)N(C)C)c1	8	-8	2	-9	-6	-7	1	-2	9
COc1ccc(S(=O)(=O)Nc2ccc3c(c2)n(C)c(=O)n3C)cc1	-6	-1	12	-8	-11	-8	1	1	8
O=C(CCNS(=O)(=O)c1cccc2nonc12)NC1CCCCCC1	-1	-9	5	7	3	7	1	0	7
COc1ccc(/C=N/NC(=O)c2cc(=O)[nH]c3ccccc23)cc1OC	-1	-4	5	-1	8	-9	3	-4	8
c1ccc(C2=Nc3ccccc3NC(c3ccccc3)C2)cc1 (stereo unspecified)	-10	-8	8	-5	-4	1	-2	-4	0
CCC1=NC(c2ccccc2)N(O)C1(C)C (stereo unspecified)	2	-3	10	-10	-8	-6	3	0	8
CC(NC(=O)c1ccco1)C(=O)OCC(=O)N1CCCCCC1 (stereo unspecified)	-4	-4	5	-2	-6	9	0	4	4
COc1cc(/C=N/NC(=O)C(=O)N2CCCC2)ccc1O	4	-3	11	-2	-3	-1	-2	4	5
O=C1N(Nc2ccccc2)C(c2ccc(Br)cc2)C12CCCC2 (stereo unspecified)	-5	-7	4	-13	-1	-1	-3	-4	-4
Cc1ccc(-n2nc3c(c2NC(=O)C(C)C)CS(=O)(=O)C3)c(C)c1	-3	-3	7	7	0	6	0	-5	7
O=C(Nc1nnc(-c2ccncc2)o1)c1ccc(Br)s1	1	-2	0	6	-6	5	0	-2	7
COc1cccc(CNC(=O)C(=O)NCC(c2ccco2)N2CCOCC2)c1 (stereo unspecified)	0	-4	7	-1	-9	-2	1	3	1
O=C(NCc1ccc2c(c1)OCO2)C1COc2ccccc2O1 (stereo unspecified)	-11	-3	5	1	4	-3	1	-7	2
COc1ccccc1N1CCN(C(c2cc3ccc(C)cc3[nH]c2=O)c2nnnn2C2CCCC2)CC1 (stereo unspecified)	3	-5	17	11	-2	-3	0	1	-2
O=C(NC1CCCC1)C(c1ccncc1)N(Cc1cccs1)C(=O)c1csnn1 (stereo unspecified)	0	-5	0	3	3	7	0	-4	5
O=C(O)CCc1ccc(-c2cccs2)n1NC(=O)c1ccc(Cl)cc1	1	-5	4	-3	7	-2	3	1	-10
O=C(Nc1ccc(Oc2ccccc2)cc1)N[C@@H](Cc1ccccc1)C(=O)O	6	-11	1	-5	-10	-3	-1	-1	13

The listing continues.
Molecule	CHRM5 PAM	CHRM1 agonist	TAAR1 ag	CHRM4 antagonist	M1 antag	M5 antag	CHRM4 agonist	M5 ag	M1 PAM
CCc1nc2c(OCc3ccc(Cl)cc3Cl)cccn2c1N(C)C(C)=O	-1	-8	5	-1	-13	-1	6	-2	1
CCc1cccc2sc(N(CCCN3CCOCC3)C(=O)CS(=O)(=O)c3ccccc3)nc12	-7	-7	4	-9	2	9	5	-5	-5
CCOC(=O)CCSc1nc(C)cc(C(F)(F)F)c1C#N	-6	-3	8	-2	-12	1	2	0	-2
CC(C)c1c(O)cc(-c2ccncc2)n(-c2ccc(Cl)cc2)c1=O	-3	-4	4	1	12	7	0	1	-8
COC(=O)c1ccc(-n2c(C)nc(=O)c(-c3ccccc3)c2C)cc1	2	-3	7	4	0	2	-1	2	2
C=CCOC(=O)C(C#N)c1nc2ccccc2nc1N1CCN(c2ccccc2OCC)CC1 (stereo unspecified)	-6	-4	4	10	3	6	0	-1	-9
Cc1cccc(C)c1NC(=O)CN(C)C(=O)c1cccc(NS(=O)(=O)c2ccccc2)c1	2	-4	3	-21	-4	-4	1	-2	12
CC(=O)C[C@H]1c2ccccc2S(=O)(=O)N1c1ccccc1	5	-6	12	0	-3	8	2	-1	1
CC(=O)C[C@@H]1OC[C@H](Cc2ccccc2)N1S(=O)(=O)c1ccc(C)cc1	-4	.	-1	4	.	-4	5	-1	.
OC(CC#CCN1CCCC1)(c1ccccc1)c1ccccc1	-33	-6	4	88*	100*	58*	0	-20	-25
O=C(C1CCN(S(=O)(=O)N2CCC3(CC2)OCCO3)CC1)N1CCc2ccccc2C1	-2	-2	4	-1	-18	-4	6	5	2
O=c1c(-c2c(O)cc(O)c3c(=O)cc(-c4ccc(O)cc4)oc23)c(-c2ccc(O)cc2)oc2cc(O)cc(O)c12	-1	-2	1	-2	4	0	1	2	-6
O=C(N/N=C/c1cccs1)c1cc(-c2cccc3ccccc23)n[nH]1	-8	-7	3	-5	1	4	2	-4	4
CCOC(=O)N1CCC(=NNS(=O)(=O)c2cccc([N+](=O)[O-])c2)CC1	1	-4	4	2	-12	-1	2	1	6
CCN(CC)Cc1c(O)c(Cl)cc2c(C)c(C)c(=O)oc12	-1	-4	14	10	1	-5	6	0	0
COc1ccc(CCN2C(=O)COc3ccccc3C2C(=O)Nc2ccc3c(c2)OCCO3)cc1OC (stereo unspecified)	4	.	1	-4	.	-2	1	0	.
CCOC(=O)N1CCC(n2c(SCC(=O)N3CCC(C)CC3)nc3ccccc3c2=O)CC1	2	-2	11	0	12	0	1	-3	-4
O=C(CSc1nnc(CNC(=O)c2ccccc2F)o1)NCCc1ccccc1	-10	-4	8	0	-3	-4	1	-9	8
Cc1cccc(N2CCN(C(=O)CN3CCOc4ccccc43)CC2C)c1 (stereo unspecified)	-7	1	2	-2	-12	8	4	2	1
CCCn1nc(Oc2nc(NCC)nc(NCC)n2)ccc1=O	16	-1	9	-8	8	-8	1	-7	2

Going on with the list:
Molecule	CHRM5 PAM	CHRM1 agonist	TAAR1 ag	CHRM4 antagonist	M1 antag	M5 antag	CHRM4 agonist	M5 ag	M1 PAM
O=C(Cc1ccc(Br)cc1)OCC(=O)c1ccc[nH]1	-2	-2	0	-3	-11	13	2	-5	5
NC(=S)N/N=C1\CC(c2ccc3c(c2)OCCCO3)Oc2ccc(F)cc21 (stereo unspecified)	-9	-3	2	-3	-8	3	3	-4	6
NC(=O)c1sc2nc3c(c(-c4cccnc4)c2c1N)CCC3	-1	-6	5	10	-10	1	0	0	6
CC(C)C(=O)N1CCC(c2nc(-c3ccc(S(=O)(=O)N4CCCC4)cc3)no2)CC1	2	-9	1	-2	-17	-2	4	4	2
O=C(/C=C/c1cccc([N+](=O)[O-])c1)NCCSCc1ccc(Cl)cc1	-11	-4	5	7	6	11	4	-1	-8
COc1ccc(N2CCN(C(=O)COC(=O)c3c(-c4ccccc4)noc3C)CC2)cc1	-5	-4	0	-3	-2	4	1	-1	0
O=C(NC(=S)Nc1cccc2cc(O)ccc12)c1ccccc1Br	-5	-2	1	-1	-10	-1	4	-3	4
COc1ccc(NC(=O)c2c(C)noc2C(C)C)cc1S(=O)(=O)N1CCCCC1	-24	-2	10	6	5	8	12	6	-2
COC(=O)c1ccc2c(=O)n(CCCN3CCOCC3)c(=S)[nH]c2c1	3	-7	3	-10	-4	-12	1	1	5
CC(=O)c1ccc2c(c1)N(C)c1ccccc1S2	7	-2	-3	8	-14	2	-1	-3	10
CCCS(=O)(=O)c1ccc(COC(=O)c2ccc(NC(C)=O)cc2)cc1	2	-3	2	-11	-19	2	4	-1	6
O=C(COC(=O)c1cccc(OC(F)F)c1)Nc1cc(S(=O)(=O)N2CCCC2)ccc1Cl	-7	-6	0	3	10	8	4	-1	-6
CC(=O)N1CCN(C(=O)c2cc(S(=O)(=O)Nc3ccc(S(C)(=O)=O)cc3)ccc2Cl)CC1	-3	-2	0	5	-14	-1	0	-1	12
O=C(CN(C(=O)CCC(=O)Nc1ccccn1)c1ccc2c(c1)OCO2)NCc1ccco1	4	-4	5	-5	-4	0	1	-2	2
CC(=O)c1cccc(NC(=O)CN2CCc3cc4c(cc3C2)OCCCO4)c1	1	-14	1	-9	-14	-4	3	-2	5
COn1c2c(c3c4nonc4ccc31)CCCC2	-2	-6	-2	8	-5	-3	1	-2	5
CCCCCCSc1nsc(N)n1	-4	-1	1	-4	-15	1	0	-3	10
CN(C)C(=O)c1c2c(nc3ccccc13)-c1ccccc1CC2	-10	-4	11	-3	-4	3	4	-6	-4
CCN(CC(=O)Nc1ccccc1OC)C(=O)CN1C(=O)NC(C)(c2ccccc2)C1=O (stereo unspecified)	4	-3	17	-4	-5	1	0	3	6
CCCNC(=O)C1CCN(S(=O)(=O)c2c(C)noc2/C=C\c2ccc(OC)cc2)CC1	-5	-2	2	0	-10	3	2	1	8

The listing continues.
Molecule	CHRM5 PAM	CHRM1 agonist	TAAR1 ag	CHRM4 antagonist	M1 antag	M5 antag	CHRM4 agonist	M5 ag	M1 PAM
COc1ccc(C2C(C#N)=C(SC)NC3=C2C(=O)CC(C)(C)C3)cc1 (stereo unspecified)	-3	-4	8	4	3	6	-1	-2	7
Cc1ccc(-n2cc(CNCCn3nc(C)cc3C)c(-c3ccc(F)cc3)n2)cc1	-1	-7	5	-2	-3	1	4	-1	8
CCN(CC)CCNCC1C(=O)O[C@@H]2C[C@@]3(C)CCC[C@H](C)C3=C[C@H]12 (stereo partly specified)	2	-3	3	-5	-5	6	0	-5	15
CC[C@@H](C)[C@H](NC(=O)CCc1c(C)c2cc3c4c(oc3c(C)c2oc1=O)CCCC4)C(=O)O	4	-6	-2	-18	-19	-3	-1	-6	14
O=C(COc1ncnc2ccccc12)N1CCN(S(=O)(=O)c2ccccc2)CC1	5	-3	4	-4	-14	4	1	-12	13
Cc1ccc(-c2cc(C(=O)NCCN3CCOCC3)no2)cc1	-2	-4	2	2	7	1	0	2	-3
Cc1nnc(N2C(=O)C(=O)/C(=C(/O)c3ccc4c(c3)OCCO4)C2c2cccc([N+](=O)[O-])c2)s1 (stereo unspecified)	0	0	-1	0	-16	1	-2	3	10
COc1ccc(N2C(=O)C(O)C2c2ccc(C)cc2)cc1 (stereo unspecified)	-5	-2	2	0	-8	7	3	0	1

Some entries already given, showing only CHRM5 PAM and CHRM4 antagonist:
| molecule | CHRM5 PAM | CHRM4 antagonist |
| --- | --- | --- |
| Cc1nnc(N2C(=O)C(=O)/C(=C(/O)c3ccc4c(c3)OCCO4)C2c2cccc([N+](=O)[O-])c2)s1 (stereo unspecified) | 0 | 0 |
| COc1ccc(N2C(=O)C(O)C2c2ccc(C)cc2)cc1 (stereo unspecified) | -5 | 0 |

From PubChem BioAssay
